# Dengue-2 NS5 capping – flavivirus cap methylation enzyme inhibition – biochemical, confirmation dose response, primary screen (AID 588689). Dengue-2 NS5 methyltransferase capping enzyme assay, biochemical; higher % means a stronger effect. 340,000 compounds, 0.3% hits. one-dose inhibition, % at 25 µM; IC50 in µM for titrated hits; in the data active = a potency from the dose series; inconclusive = inhibition above about 29% without an active follow-up result
# MgcRacGAP inhibition – MgcRacGAP GTPase-activating activity inhibitors, confirmation, biochemical, ADP Hunter fluorescence. one-dose inhibition, % at 30 µM; IC50 in µM for titrated hits. 340,000 compounds, 0.6% hits. AID 624330. MgcRacGAP-stimulated Rac1 GTP hydrolysis, ADP Hunter fluorescence; higher % means a stronger effect; GST-tagged Rac1 F28L mutant substrate;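 active = first-screen hits whose inhibition reached a set limit at any dose in the follow-up dose series; inconclusive = inhibition above the set first-screen limit but never retested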;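 note: fluorescence reports GDP produced by GAP-driven GTP hydrolysis; strong numbers were not always called active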
# An asterisk follows results filed as active; ? = inconclusive. Only part of the results is shown; rates above refer to the full screens.
Dengue-2 NS5 capping | MgcRacGAP inhibition | smiles
-3% | 10% | C[C@@H]1CN([C@@H](C)CO)C(=O)c2cc(C#CC(C)(C)O)cnc2O[C@@H]1CN(C)C(=O)c1ccccc1F
-3% | 32% | C[C@@H]1CN([C@@H](C)CO)S(=O)(=O)c2ccc(Br)cc2O[C@H]1CN(C)C(=O)Cc1cccnc1
0% | 10% | O=C(NCc1ccco1)c1c(Cl)cccc1Cl
1% | 6% | CC(=O)c1cccc(NC(=O)C(C)Sc2nnc3ccccn23)c1 (stereo not given)
9% | 7% | CCN(CC1CCCO1)C(=O)CCc1nnc(CCc2ccccc2)o1 (stereo not given)
6% | 8% | Cc1cc(C)nc(NS(=O)(=O)c2ccc(NS(=O)(=O)c3ccc(F)c(F)c3)cc2)n1
-4% | 5% | CCOC(=O)c1cc(=O)nc(N)s1
-5% | 11% | COc1ccc(CNC(=O)OC23CN(C(=O)OC(C)C)N(C(=O)OC(C)C)CC2(O)CN(S(=O)(=O)c2ccc(C)cc2)C3)cc1OC (stereo not given)
-10% | 32% | CC(C)OC(=O)N(C)C[C@@H]1OCc2cn(nn2)CCCC(=O)N([C@H](C)CO)C[C@H]1C
-2% | 5% | CC1(C)CC(=O)C=C(c2ccc(-c3cnn(Cc4ccccc4)c3)cc2)C1=O
5% | 5% | COc1ccccc1OCC(=O)Nc1ccc(C(=O)Nc2ccccc2C(=O)O)cc1
-7% | -7% | C[C@H](CO)N1C[C@H](C)[C@@H](CN(C)S(=O)(=O)c2ccc3ccccc3c2)OCc2cnnn2CCCC1=O
-2% | 6% | COc1ccc(NC(=O)C[C@@H]2C(=O)N(Cc3ccccc3)CC2(C)C)cc1
-4% | -14% | COC(=O)C1(C)CCCC2(C)C3CCC(C(C)C)C(CO)C3C(CO)CC12 (stereo not given)
-14% | 10% | C[C@@H]1CN([C@@H](C)CO)C(=O)CCCn2nncc2CO[C@@H]1CN(C)S(=O)(=O)c1ccc(-c2ccccc2)cc1
1% | 5% | O=C1c2ccccc2-c2ccccc2NC1O (stereo not given)
-5% | 1% | CN(Cc1ccccc1)C(=O)c1[nH]cnc1C(=O)Nc1ccc(Br)cc1F
-1% | 4% | COc1ccc(NC(=O)CCCOc2ccc(C(C)=O)cc2)cc1S(=O)(=O)N1CCCCC1
-2% | 7% | c1ccc(OC2CCCCC2N2CCOCC2)cc1 (stereo not given)
0% | 12% | CC(C)CN(C(=O)C1=COCCO1)c1c(N)n(Cc2ccccc2)c(=O)[nH]c1=O
1% | 14% | CN1CCN(C2CN(Cc3ccc([N+](=O)[O-])cc3)S(=O)(=O)C2)CC1 (stereo not given)
8% | 10% | COc1ccc(NC(=O)[C@H](C)NS(=O)(=O)c2ccc(NC(C)=O)cc2)cc1Cl
-7% | 24% | CC(C#N)(NC(=O)CN1CCN(S(=O)(=O)c2cccc(F)c2)CC1)C1CC1 (stereo not given)
5% | 2% | CC1CC(=O)c2cc(-c3ccccc3)oc2C1 (stereo not given)
-6% | 7% | COC(=O)c1c(NC(=O)COC(=O)CNC(=O)c2cccc(OC(F)F)c2)sc(C)c1C
4% | 5% | N#Cc1csc(CCNC(=O)c2ccccc2)n1
-1% | 4% | O=C(Nc1nc(-c2ccc3c(c2)OCCO3)cs1)c1ccc(Br)o1
13% | 16% | O=C1Cc2cccc(=O)c(O)c2C(=O)O1
8% | 18% | Cc1ccc(S(=O)(=O)N2Cc3ccccc3CC2C(=O)N(C)C)cc1 (stereo not given)
-3% | 13% | CC(=O)c1c(C)[nH]c(C(=O)OCC(=O)NCc2ccccc2)c1C

# The last 7 compounds of the section before come first, to join the parts:
Dengue-2 NS5 capping | MgcRacGAP inhibition | smiles
5% | 2% | CC1CC(=O)c2cc(-c3ccccc3)oc2C1 (stereo not given)
-6% | 7% | COC(=O)c1c(NC(=O)COC(=O)CNC(=O)c2cccc(OC(F)F)c2)sc(C)c1C
4% | 5% | N#Cc1csc(CCNC(=O)c2ccccc2)n1
-1% | 4% | O=C(Nc1nc(-c2ccc3c(c2)OCCO3)cs1)c1ccc(Br)o1
13% | 16% | O=C1Cc2cccc(=O)c(O)c2C(=O)O1
8% | 18% | Cc1ccc(S(=O)(=O)N2Cc3ccccc3CC2C(=O)N(C)C)cc1 (stereo not given)
-3% | 13% | CC(=O)c1c(C)[nH]c(C(=O)OCC(=O)NCc2ccccc2)c1C
-3% | 25% | CC(=O)Oc1cc2c(cc1OC(C)=O)C(=O)CCCC2
5% | 12% | COc1cc2c(cc1OC)CN(C(=O)CSC1=NCCS1)CC2
-5% | 14% | COC(=O)CN1C(=O)COc2ccc(S(=O)(=O)N3CCCCC3)cc21
-1% | 12% | CC1(C)CC(=O)C=C(c2ccc(COC(=O)c3ccc(-c4ccccc4)cc3)cc2)C1=O
7% | 3% | Cc1nc2c(N)nn(C)c2nc1C
2% | 8% | C[C@H]1CN([C@@H](C)CO)C(=O)c2cc(Br)cnc2O[C@@H]1CN(C)C(=O)Nc1ccc(C(F)(F)F)cc1
2% | 28% | Cc1ccc(NC(=O)NC(=O)COC(=O)c2ccc(O)cc2O)c(C)c1
8% | 8% | Cc1ccc(C(=O)Nc2cccnc2)cc1C
-2% | 16% | COc1ccc(CN(C)C[C@@H]2OCCCC[C@H](C)Oc3ccc(NC(=O)Nc4ccc(F)cc4)cc3C(=O)N([C@H](C)CO)C[C@H]2C)cc1
0% | 13% | COC(=O)[C@H]1C[C@H](OC(=O)NCc2ccccc2)[C@@]2(O)CN(S(=O)(=O)c3ccc(C)cc3)CC2[C@H]1C(=O)OC (stereo not given in full)
6% | 12µM* | CN(C)CCCN1c2ccc(O)cc2Sc2ccc(Cl)cc21
-2% | 10% | COc1cccc(CNC(=O)c2ccc(S(=O)(=O)N3CCCCC3)cc2)c1
-3% | 5% | O=C(OCc1cn([C@H]2C[C@H](c3ccc(Cl)cc3)N(C(=O)C3CCCCC3)C[C@@H]2O)nn1)c1ccccc1
1% | -9% | COc1c2c(c(OC)c3ccccc13)[C@@]1(OC2)O[C@H](CCO)C[C@H](O)[C@H]1O
12% | ? | Cc1csc(N=Nc2ccc(N(C)C)cc2)[n+]1[O-]
-1% | 11% | COCOCCn1cc(CN2CCS(=O)(=O)N(Cc3ccc(-c4ccc(Cl)c(Cl)c4)cc3)C(C(C)C)C2=O)nn1 (stereo not given)
-6% | 6% | CCN(CC)CCN1CNC(=S)NC1
1% | -4% | CCOC(=O)C(C#N)=C1CCC=C(C)C1
-4% | -2% | CCc1cccc(NC(=O)COC(=O)CSc2ccc(C)cc2)c1
6% | 13% | C[C@@H]1CN([C@@H](C)CO)C(=O)c2cc(C#CCN(C)C)cnc2O[C@H]1CN(C)Cc1ccc2c(c1)OCO2
-2% | 10% | COCCNc1oc(/C=C/c2cccc(OC)c2)nc1S(=O)(=O)c1ccccc1
-3% | -28% | CN(C1CCCCC1)S(=O)(=O)c1ccc2c(c1)c(=O)c(C(=O)O)cn2C
5% | 9% | O=C(Nc1nnc(-c2ccco2)o1)c1ccc(Br)s1
2% | 15% | Cc1ccc(S(=O)(=O)N2CCOCC2)cc1NC(=O)COC(=O)C1CCC1
5% | 9% | Cc1ccc2nc(N(CCN(C)C)C(=O)C3CCN(S(=O)(=O)c4cccs4)CC3)sc2c1
-3% | 5% | Cc1ccc(N(Cc2ccccc2)C(=O)CSC(C)C(=O)Nc2cc(C)on2)cc1 (stereo not given)
-1% | 0% | Cc1cc(=O)c(C(=O)Nc2cccc(C(=O)NC3CC3)c2)nn1-c1ccccc1
-13% | 4% | COc1ccc([C@H]2C[C@H](O)[C@@H](n3cc(-c4ccc(F)cc4)nn3)CN2C(=O)c2cccs2)cc1
-14% | 8% | O=C(NC(Sc1ccc(Cl)cc1)C(=O)O)c1ccccc1 (stereo not given)
3% | 6% | O=C(COC(=O)c1cccc(Br)c1)NC1CCCCCCC1
-3% | 7% | Cc1ccc(C)c(OCC(=O)OCc2csc(CC(=O)Nc3ccccc3C)n2)c1
2% | 11% | C[C@H](CO)N1C[C@H](C)[C@H](CN(C)C(=O)Nc2ccccc2F)OCc2cnnn2CCCC1=O
1% | 9% | O=C(O)C1C=CCC(C(=O)O)C1 (stereo not given)
4% | 32µM* | COc1cc(/C=C/C(=O)OCC(=O)c2ccc[nH]2)ccc1O
1% | 20% | COc1ccc(NC(=O)c2cc3ccccc3oc2=O)cc1
-8% | 6% | C[C@@H]1CN([C@H](C)CO)C(=O)CCCn2cc(nn2)CO[C@H]1CN(C)C(=O)Nc1ccccc1C(F)(F)F
-2% | 21% | COc1cccc(NC(=O)C(=O)NCC2CCCN2S(=O)(=O)c2cccs2)c1 (stereo not given)
77µM* | 9% | O=C(O)c1cccc(N2C(=O)C=CC2=O)c1
6% | 14% | CCOc1ccc(NS(=O)(=O)c2cccs2)cc1S(=O)(=O)N1CCCC1
0% | -15% | CC1CCCC(C)N1C(=O)COC(=O)c1ccccc1C(=O)c1ccccc1 (stereo not given)

# An excerpt of these results, with two lines to a compound.
# Every second line gives: Dengue-2 NS5 capping | MgcRacGAP inhibition
> CCOC(=O)C(C#N)=C1CCC=C(C)C1
  1% | -4%
> CCc1cccc(NC(=O)COC(=O)CSc2ccc(C)cc2)c1
  -4% | -2%

# Returning to the listing with the two entries that preceded the break.
Dengue-2 NS5 capping | MgcRacGAP inhibition | smiles
6% | 14% | CCOc1ccc(NS(=O)(=O)c2cccs2)cc1S(=O)(=O)N1CCCC1
0% | -15% | CC1CCCC(C)N1C(=O)COC(=O)c1ccccc1C(=O)c1ccccc1 (stereo not given)
-3% | 8% | CCOC(=O)c1c[nH]n2c(=S)ncnc12
5% | 9% | O=C(O)C1CC(Br)C(Br)CC1C(=O)O (stereo not given)
5% | 8% | COC(=O)c1csc(C2OC(CO)C(O)C2O)n1 (stereo not given)
-10% | 12% | CC(C)C#Cc1cnc2c(c1)C(=O)N([C@H](C)CO)C[C@@H](C)[C@H](CN(C)C(=O)Nc1ccccc1F)O2
1% | 10% | CC(OC(=O)c1ccc(NC(=O)CC#N)cc1)C(=O)Nc1ccc(S(=O)(=O)N2CCCC2)cc1 (stereo not given)
-5% | 10% | COc1ccccc1N(CC(=O)NCc1ccccc1)S(=O)(=O)c1cccs1
-2% | 15% | O=C(c1ccco1)N1CCN(C2CN(Cc3ccc([N+](=O)[O-])cc3)S(=O)(=O)C2)CC1 (stereo not given)
5% | 21% | CC(Sc1nnc(-c2ccccc2F)n1C)C(=O)Nc1ccc(N2CCOCC2)cc1 (stereo not given)
0% | 13% | Cc1ccc(C)c(N2C(=O)c3ccc(C(=O)Nc4ccccn4)cc3C2=O)c1
3% | 7% | C[C@@H]1CN([C@@H](C)CO)C(=O)CCCn2nncc2CO[C@@H]1CN(C)S(=O)(=O)c1cccc(C#N)c1
-4% | 12% | COc1cccc(NC(=O)N(C)C[C@@H]2OCc3cnnn3CCCC(=O)N([C@@H](C)CO)C[C@H]2C)c1
-1% | 15% | C[C@H]1CN([C@@H](C)CO)C(=O)CCCn2nncc2CO[C@H]1CN(C)S(=O)(=O)c1ccc(-n2cccn2)cc1
-8% | 13% | CNC(=S)N1CCC(C(=O)c2ccc(Cl)cc2)CC1
-2% | 20% | COc1ccc(NC(=O)N(C)C[C@H]2OCCCC[C@H](C)Oc3ccc(NS(=O)(=O)c4cn(C)cn4)cc3C(=O)N([C@H](C)CO)C[C@@H]2C)cc1
2% | 19% | CCc1cccc(CC)c1NC(=O)C(CC)Sc1nc2ccsc2c(=O)n1CCC(=O)O (stereo not given)
-4% | 10% | O=C(CNC(=O)C12CC3CC(CC(C3)C1)C2)N1CCCC(C(F)(F)F)C1 (stereo not given)
5% | 16% | CC1=C(C(=O)N(C)C)CC(CC(=O)NC(c2ccccc2)c2ccccc2)C(=O)N1CCCN1CCCC1=O (stereo not given)
0% | 14% | CCOC(=O)N(C)C[C@H]1OCc2cnnn2CCCC(=O)N([C@H](C)CO)C[C@H]1C
-5% | -4% | Cc1cccc(NNC(=S)Nc2ccccc2)c1
-2% | 7% | O=C(OCc1cn([C@@H]2C[C@H](c3ccc(Cl)cc3)N(C(=O)c3cccs3)C[C@H]2O)nn1)c1ccccc1
-3% | 16% | CC1=C(C(=O)N2CCOCC2)CC(CC(=O)NC(c2ccccc2)c2ccccc2)C(=O)N1Cc1ccc(C(C)(C)C)cc1 (stereo not given)
-4% | 19% | Cc1ccc(N2C(=O)N(CC(=O)N3CCc4ccccc43)C(=O)C2C)cc1 (stereo not given)
1% | 5% | Cc1ccc(-c2cc3nc(C)cc(N4CCN(C(=O)c5ccoc5)CC4)n3n2)cc1
-5% | 15% | Cc1ccc(S(=O)(=O)N2C[C@H]3N(C(=O)OC(C)C)N(C(=O)OC(C)C)C[C@H](OC(=O)NC4CC4)[C@@]3(O)C2)cc1
11% | 11% | Cc1ccccc1NS(=O)(=O)c1ccc(S(=O)(=O)N2CCCC2)cc1
-7% | 14% | Cc1ccc([C@H]2N[C@]3(CCCN(Cc4ccc(Cl)cc4)C3=O)[C@H]3C(=O)N(C)C(=O)[C@@H]23)cc1
-2% | 13% | O=C(C[C@H]1C[C@@H]2c3cc(NS(=O)(=O)c4ccccc4)ccc3O[C@@H]2[C@H](CO)O1)N1CCOCC1
-4% | 7% | Cc1ccc(S(=O)(=O)NC[C@H]2O[C@@H](n3ccc(N)nc3=O)[C@H](O)[C@@H]2O)s1
3% | 28% | Cn1c(=O)c2c(-c3ccccc3)n(-c3cc([N+](=O)[O-])ccc3O)cc2n(C)c1=O
-5% | 11% | Cc1cc(NS(C)(=O)=O)c(=O)n(Cc2cccc(C(F)(F)F)c2)c1
